a7 integrin act: activates integrin-mediated alleviation for muscular dystrophy; alpha7betagal myoblasts, beta-gal FDG fluorescence, 48 h; Potency, µM (series often up to 38.3 µM), for the others: at the top dose activation, most hits filed as activators; 350,000 compounds, 0.064% hits; AID 624291;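 note: potency is the fitted concentration of half-maximal effect; 100% = response of the positive control SU9516; nearly all actives have a fitted effect of over 60% in size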
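Alpha7betagal+/- myoblasts (passage 13) were plated 16-24 hr, then exposed to compounds (1:260 dilution of DMSO stock) for 48 hours at 37C. After MPER lysis, β-galactosidase reporter activity was read as FDG fluorescence (ex 480/em 540) after 30 minutes.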
TSG101-PTAP inh: blocks PTAP/TSG101 interaction to inhibit HIV-1 budding; 340,000 tested, under 10 active; Q99816; AID 493005; Fluorescence polarization, FITC-PTAP peptide / Tsg101 binding; Potency, µM (highest dose often 115 µM), for the others: top-dose activity change, negative = inhibition, usual class: inhibitors; active = well fitted inhibition curve with a large enough effect in the main read-out, with a control signal flat, not every such curve was filed as active; inconclusive = small, poorly fitted or top-dose-only effect, or effect the other way, or a change in a side signal; inactive = no such curve, though single readings can be large or run the other way; note: potency is the fitted concentration of half-maximal effect; % of control where 0% means no effect
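Tsg101 binding domain (10 uM final) was mixed with compound and a FITC-labeled PTAP peptide (50 nM final) in HEPES pH 7.5 buffer with NaCl, Tween 20, EDTA and TCEP; fluorescence polarization was read after 20 min at r.t.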
Giardia kill: kills Giardia lamblia; Giardia lamblia trophozoite viability; activity change, % at 7.66 µM, hits read low; 340,000 compounds, 0.15% hits; in the data active = activity change below about -80%; inconclusive = between about -30% and that limit;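 note: parasites exposed to compound for two days anaerobically before the ATP read; % is set by controls: 0 for no effect and ±100 for the full control effect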
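Trophozoites 100 cells/well + cpd; 48 hrs, 37 deg C, anaerobic. ATPLite 1-Step added, 15-30 min RT, luminescence read (ATP-based viability).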
B2AR arrestin: agonists driving beta-arrestin recruitment to human beta2-adrenergic receptor; 330,000 compounds, 0.02% hits; beta-arrestin recruitment to beta2AR, cell-based reporter; Potency, µM (doses to about 46.1 µM), without a hit: top-dose activation, usual class: activators; P07550;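 note: potency is the fitted concentration of half-maximal effect; 0% = DMSO controls and full agonism = EC100 isoproterenol or metaproterenol; nearly all actives have a fitted effect of over 65% in size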
Chronic BCR inh: inhibitors of chronic active B-cell receptor signaling. 340,000 compounds, 0.05% hits. AID 493014. ABC-DLBCL IkBa-CBG/CBR reporter, luminescence ratio, 4 h. Potency, µM (doses to about 46.1 µM), for inactives: at the top dose ratio change, negative = lower green/red ratio, hits mostly inhibitors; active = well fitted inhibition curve with a large enough effect in the signal ratio, with a control signal flat, not every such curve was filed as active; inconclusive = small, poorly fitted or top-dose-only effect, or effect the other way, or a change in a side signal; the % refers to the signal ratio;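 note: potency is the fitted concentration of half-maximal effect; plate controls were basal doxycycline-induced cells for no effect and cells given 10 µM MG132 for full effect; MG132 reads +100%, hits lower the ratio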
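Compounds up to 46 uM were incubated four hours with TMD8 cells whose green CBG68 luciferase is fused to IkappaBalpha; red CBR luminescence normalised the signal, and concentration-effect curves were fitted to fusion, red and ratio data.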
Coupling enz: inhibits coupling enzyme system, counter-screen for aldolase hits | coupling enzyme system counterscreen, AmpLite Red fluorescence | activity change, negative = inhibition, % at 58.2 µM, hits read low | 290,000 compounds, 0.67% hits | AID 2472; in the data active = activity change below about -30%; note: % is set by controls: 0 for no effect and ±100 for the full control effect
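Fluorescence at 525 nm excitation and 598 nm emission measured inhibition of the coupled detection system without aldolase. Compounds (at 57.5 uM final) were preincubated 10 min at room temperature with coupling enzyme reagent before a 20 min substrate/AmpLite Red step.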
PKM2 activator: increases activity of human pyruvate kinase M2 | AID 1631 | Potency, µM (doses to about 57.5 µM), inactives show at the top dose activation, usual class: activators | purified PKM2, Kinase-Glo ATP luminescence, activation; response scale: 0% is enzyme alone, no compound | 260,000 compounds, 0.34% hits; note: potency is the fitted concentration of half-maximal effect; % is set by controls: 0 for no effect and ±100 for the full control effect; nearly all actives have a fitted effect of over 55% in size
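ATP formation by purified human PK-M2, quantified via coupled luciferase luminescence after 1 h at room temperature with 0.1 mM ADP and 0.5 mM PEP final.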
Menin MLL FP TR: displaces Texas Red mutant MLL peptide from human menin; O00255; Menin + Texas Red MLL mutant peptide, fluorescence polarization; Potency, µM (titrated, usually from 61.6 µM), for inactives: at the highest dose FP activity change, negative = inhibition, actives largely listed as inhibitors; 270,000 compounds, 0.23% hits; AID 1768; active = well fitted inhibition curve with a large enough effect in the polarisation, with a control signal flat, not every such curve was filed as active; inconclusive = small, poorly fitted or top-dose-only effect, or effect the other way, or a change in a side signal; inactive = no such curve, though single readings can be large or run the other way; the % refers to the polarisation; note: potency is the fitted concentration of half-maximal effect; % of control where 0% means no effect; many of its hits are not listed in these tables
Target sequence (O00255 whole entry, looked up): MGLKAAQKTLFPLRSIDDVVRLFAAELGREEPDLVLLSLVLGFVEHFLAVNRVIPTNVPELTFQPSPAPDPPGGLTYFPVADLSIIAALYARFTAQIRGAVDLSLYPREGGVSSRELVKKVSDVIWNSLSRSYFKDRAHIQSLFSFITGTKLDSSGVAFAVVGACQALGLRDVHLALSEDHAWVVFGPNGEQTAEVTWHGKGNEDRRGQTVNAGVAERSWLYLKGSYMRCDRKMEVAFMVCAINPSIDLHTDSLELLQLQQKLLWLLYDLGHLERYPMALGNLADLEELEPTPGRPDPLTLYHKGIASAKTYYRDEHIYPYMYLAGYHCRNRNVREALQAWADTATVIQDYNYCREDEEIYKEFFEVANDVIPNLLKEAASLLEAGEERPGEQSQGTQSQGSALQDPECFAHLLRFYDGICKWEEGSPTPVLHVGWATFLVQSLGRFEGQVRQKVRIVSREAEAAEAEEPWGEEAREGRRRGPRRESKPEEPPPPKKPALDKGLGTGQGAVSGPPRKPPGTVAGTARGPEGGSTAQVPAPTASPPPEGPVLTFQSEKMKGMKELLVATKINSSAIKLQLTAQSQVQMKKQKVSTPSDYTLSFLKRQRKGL
Tb PFK inh: blocks T. brucei phosphofructokinase | T. brucei PFK, ADP-Glo luminescence | Potency, µM (titrated, usually from 57.5 µM), inactives show top-dose activity, negative = inhibition, most hits filed as inhibitors | AID 485367 | 330,000 compounds, 0.17% hits;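 note: potency is the fitted concentration of half-maximal effect; 0% = uninhibited 1x PFK enzyme wells and -100% = no-enzyme wells; nearly all actives have a fitted effect of over 60% in size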
Target sequence (O15648 whole entry, looked up): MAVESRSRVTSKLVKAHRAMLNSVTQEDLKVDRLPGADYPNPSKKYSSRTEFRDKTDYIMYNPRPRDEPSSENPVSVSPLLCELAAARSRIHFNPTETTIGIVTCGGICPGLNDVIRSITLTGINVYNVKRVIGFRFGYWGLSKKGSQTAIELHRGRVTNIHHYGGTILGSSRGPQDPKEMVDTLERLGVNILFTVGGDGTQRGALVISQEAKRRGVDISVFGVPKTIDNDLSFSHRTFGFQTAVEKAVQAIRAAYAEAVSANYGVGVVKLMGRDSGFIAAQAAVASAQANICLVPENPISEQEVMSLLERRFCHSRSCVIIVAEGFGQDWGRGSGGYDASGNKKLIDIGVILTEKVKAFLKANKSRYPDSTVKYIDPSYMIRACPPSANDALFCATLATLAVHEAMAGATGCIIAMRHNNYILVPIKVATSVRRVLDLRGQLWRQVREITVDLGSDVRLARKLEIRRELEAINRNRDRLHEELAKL
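1.25 nM PFK with 0.5 mM F6P and 0.1 mM ATP in 0.1 M TEA pH 8.0, 5 mM MgCl2, incubated 45 min at room temperature; ADP measured by ADP-Glo luminescence; compounds titrated up to 57 uM.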
ASM inhibitor: inhibitors of human secretory acid sphingomyelinase; 340,000 compounds, 0.006% hits; AID 504937; Potency, µM (doses to about 57.5 µM), without a hit: at the top dose activity change, negative = inhibition, hits mostly inhibitors; placental ASM, HMU-PC fluorogenic substrate, 60 min; P17405; note: potency is the fitted concentration of half-maximal effect
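Fluorogenic HMU-PC substrate (9 uM final) is turned over by placental ASM in 60 min at 37 C after a 10 min compound preincubation. Reaction ended by alkaline stop (pH 10), with fluorescence read at 386/447 nm.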
GALK inhibitor: inhibitors of human galactokinase; 270,000 compounds, 0.007% hits; Purified GALK, Kinase-Glo residual ATP luminescence; Potency, µM (top dose mostly 57.5 µM), for inactives: top-dose activity change, negative = inhibition, hits mostly inhibitors; note: potency is the fitted concentration of half-maximal effect; % is set by controls: 0 for no effect and ±100 for the full control effect
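Galactose (100 uM) and ATP (35 uM) were turned over by 5 nM GALK for 1 h at RT. Kinase-Glo Plus then converted the remaining ATP into a luminescent signal.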
* = called active by the depositor; ? = inconclusive; nt = no result given; & = joins results of further samples; [ ] = remark or other dose. Unless noted, calls come from the whole dose curve; as a rule, active = well fitted curve in the direction sought with a large enough effect; inconclusive = small, poorly fitted or top-dose-only effect, or another doubt; inactive = no such curve, though single readings can be large; an effect the other way counts as inactive or inconclusive. This is a subset; count on the stated rates, not on these rows.

Results follow in this order: a7 integrin act	TSG101-PTAP inh	Giardia kill	B2AR arrestin	Chronic BCR inh	Coupling enz	PKM2 activator	Menin MLL FP TR	Tb PFK inh	ASM inhibitor	GALK inhibitor
Cc1ccc(OCC(O)CN2CCN(CC(O)COc3ccc(C)cc3Cl)CC2)c(Cl)c1 (centres undefined)
→ 1%	-16%	-4	0.3%	4%	5	-3%	-13%	2%	-1%	-1%
Cc1ccc(C)c(NS(=O)(=O)c2cc(C(=O)NCc3ccncc3)ccc2C)c1
→ -5%	-1%	15	-0.4%	2%	4	3%	-1%	1%	1%	-6%
COc1ccc(/C=C/C(=O)OCC(=O)NC2CC2)c(OC)c1
→ -8%	-1%	-14	0.1%	2%	nt	nt	nt	0%	-2%	nt
COc1ccc(OC)c(/C=C/C(=O)Nc2ccc(OC)nc2)c1
→ 2%	3%	4	0.0%	-4%	1	3%	-1%	1%	33%[activator]	9%
CCCOc1ccc(C2Nc3cccc4cccc(c34)N2)cc1
→ 4%	3%	0	3.5%	?	-7	-5%	?	1%	?	4%
O=C(NCCc1c[nH]c2ccccc12)C(=O)c1c[nH]c2ccccc12
→ -6%	0%	-18	0.2%	?	nt	nt	nt	10%	4%	-3%
Cc1ccc(-n2c(=O)cc(N3CCc4ccccc4C3)[nH]c2=O)cc1
→ 8%	0%	9	-0.1%	-2%	-1	-13%	1%	-8%	1%	-4%
Cc1ccc(NC(=O)CS(=O)(=O)c2cn(CC(=O)N3CCOCC3)c3ccccc23)cc1
→ 17%	0%	-1	0.3%	?	2	1%	-4%	-2%	-1%	8%
COc1ccc(C(=O)Oc2cc(OC)cc(OC)c2C(C)=O)cc1
→ 10%	-3%	3	-1.2%	?	1&-3	-8%	7%[11.7 µM]	-6%	-1%	nt
C#CCOc1ccccc1/C=C1/C(=O)ON=C1C
→ 9%	0%	-20	-0.4%	1%	3	nt	4%	-4%	2%	-5%
OC1(c2cccc(C(F)(F)F)c2)CCN(CCN2CCCCC2)CC1
→ -31%	1%	-7	-0.7%	-2%	1	-2%	2%	0%	2%	7%
COC(=O)C1=CN(Cc2ccc(OC)c(OC)c2)C=C(C(=O)OC)C1c1cccs1
→ 2%	-5%	-1	-0.8%	-8%	1	-8%	-2%	-7%	nt	1%
CN(CCOc1ccc(Cl)cc1)C(=O)C1CCN(C(=O)c2ccc(F)cc2)CC1
→ -10%	-3%	13	-0.5%	0%	nt	-2%	nt	6%	0%	-7%
O=C(OCC1CC(c2ccccc2)=NO1)c1ccco1 (centres undefined)
→ -15%	0%	-2	?	?	-2	-8%	nt	0%	2%	4%
O=C(CSc1nnc(CNC(=O)c2ccccc2F)o1)NCc1ccco1
→ 15%	-3%	9	-1.7%	4%	nt	nt	nt	-11%	4%	0%
CCn1cc(C(=O)N2CCN(c3cccc(C)c3C)CC2)c(=O)c2ccc(C)nc21
→ -3%	-1%	1	-0.4%	?	0	3%	nt	3%	-4%	0%
O=C1COc2ccccc2N1Cc1ccc(Cl)cc1
→ 7%	-2%	17	0.4%	0%	0	-4%[11.5 µM]	-4%	1%	-2%	0%
Cc1nc2ccccc2c(=O)n1Cc1ccco1
→ -13%	-4%	-9	0.0%	0%	3	16%	nt	4%	-2%	-1%
C/C(CC(=O)Nc1ccc(C)c(Cl)c1)=N\NC(=O)c1cccc(O)c1
→ -5%	0%	26	0.0%	?	0	2%	39%[activator]	-1%	0%	0%
O=C(NCc1ccccn1)c1ccc(N2CCCC2)c([N+](=O)[O-])c1
→ -12%	-1%	5	0.0%	?	1	-6%	-4%	6%	0%	1%

Results follow in this order: a7 integrin act	TSG101-PTAP inh	Giardia kill	B2AR arrestin	Chronic BCR inh	Coupling enz	PKM2 activator	Menin MLL FP TR	Tb PFK inh	ASM inhibitor	GALK inhibitor
Cn1c(/C=C/c2cccc([N+](=O)[O-])c2)c([N+](=O)[O-])c(=O)n(C)c1=O
→ -47%[inhibitor]	-10%	-12	-0.8%	?	3	-3%	15%	1%	3%	-1%
CC1CCCC(NC(=S)Nc2cccc(S(=O)(=O)N(C)C)c2)C1C (centres undefined)
→ -17%	-4%	19	0.1%	?	-1	9%	22%	-2%	1%	6%
CC1(C)Cc2cccc(OCC(=O)NC3CC3)c2O1
→ 15%	-6%	-28	0.0%	-1%	0	-3%	-8%	1%	2%	-2%
Cn1ccnc1C1CCCCN1Cc1nc(Cc2ccccc2F)no1 (centres undefined)
→ 5%	-1%	2	0.2%	-23%	2	3%	-2%	-3%	3%	1%
NC(N)=NS(=O)(=O)c1ccc(NC(=S)NC(=O)c2sc3ccccc3c2Cl)cc1
→ -12%	-2%	17	-0.8%	-4%	2	5%	11%	8%	-2%	0%
COc1ccc(N2CCN(CCCNC(=O)C3CCCN(S(=O)(=O)c4c(C)n[nH]c4C)C3)CC2)cc1 (centres undefined)
→ -16%	-3%	-2	-0.2%	-7%	-1	-1%	-4%	-1%	3%	0%
CCCCc1cc(=O)oc2cc(C)cc(OCC(=O)O)c12
→ 11%	-9%	-3	-3.9%	0%	12	1%	-7%	0%	13%	0%
COC(=O)c1cn(-c2ccccc2)nc1-c1ccc(OC)c(OC)c1
→ -20%	0%	?	-0.1%	-10%	1	nt	15%	-7%	0%	3%
COc1ccc2[nH]c3c(c2c1)CCN1C(=O)C(CC(=O)NCCC2=CCCCC2)C[C@H](C(=O)N2CCOCC2)[C@@]31C (some centres undefined)
→ -9%	-1%	-18	0.4%	4%	nt	nt	nt	0%	3%	nt
Cc1nn(-c2ccccc2)c(Cl)c1/C=C(\CC(=O)O)c1nc2ccccc2s1
→ -5%	-5%	15	0.2%	1%	15	4%	nt	-7%	1%	-6%
Cc1ccc(S(=O)(=O)Nc2nc3c(s2)C(=O)CC(C)(C)C3)cc1
→ 36%	-3%	46[activator]	-0.2%	-1%	8	-5%	28%	0%	10%	1%
O=C(Nc1nc2ccccc2s1)C1CCCO1 (centres undefined)
→ 22%[7.66 µM]	-8%	-10	2.9%	?	3	-14%	6%	1%	2%	1%
CCOc1ccc(N(CC(=O)Nc2nccs2)S(=O)(=O)c2c(C)[nH]c(=O)[nH]c2=O)cc1
→ -1%	-3%	10	0.1%	0%	-1	1%	19%	0%	-2%	10%
CSCc1ccc(C(=O)NCc2ccc(F)cc2)cc1
→ 20%	-2%	4	0.0%	4%	-5	12%	-10%	-18%	1%	1%

Some of these compounds in order of count of non-hydrogen atoms, lowest first.
Results follow in this order: a7 integrin act	TSG101-PTAP inh	Giardia kill	B2AR arrestin	Chronic BCR inh	Coupling enz	PKM2 activator	Menin MLL FP TR	Tb PFK inh	ASM inhibitor	GALK inhibitor
CSCc1ccc(C(=O)NCc2ccc(F)cc2)cc1
→ 20%	-2%	4	0.0%	4%	-5	12%	-10%	-18%	1%	1%
CCCCc1cc(=O)oc2cc(C)cc(OCC(=O)O)c12
→ 11%	-9%	-3	-3.9%	0%	12	1%	-7%	0%	13%	0%
Cc1ccc(S(=O)(=O)Nc2nc3c(s2)C(=O)CC(C)(C)C3)cc1
→ 36%	-3%	46[activator]	-0.2%	-1%	8	-5%	28%	0%	10%	1%
CC1CCCC(NC(=S)Nc2cccc(S(=O)(=O)N(C)C)c2)C1C (centres undefined)
→ -17%	-4%	19	0.1%	?	-1	9%	22%	-2%	1%	6%
COC(=O)c1cn(-c2ccccc2)nc1-c1ccc(OC)c(OC)c1
→ -20%	0%	?	-0.1%	-10%	1	nt	15%	-7%	0%	3%
Cn1ccnc1C1CCCCN1Cc1nc(Cc2ccccc2F)no1 (centres undefined)
→ 5%	-1%	2	0.2%	-23%	2	3%	-2%	-3%	3%	1%
COc1ccc(N2CCN(CCCNC(=O)C3CCCN(S(=O)(=O)c4c(C)n[nH]c4C)C3)CC2)cc1 (centres undefined)
→ -16%	-3%	-2	-0.2%	-7%	-1	-1%	-4%	-1%	3%	0%
COc1ccc2[nH]c3c(c2c1)CCN1C(=O)C(CC(=O)NCCC2=CCCCC2)C[C@H](C(=O)N2CCOCC2)[C@@]31C (some centres undefined)
→ -9%	-1%	-18	0.4%	4%	nt	nt	nt	0%	3%	nt
